# From PubChem BioAssay
# KCNH2 3.1 inh – KCNH2 3.1 (human) potassium channel inhibition; 340,000 compounds, 0.95% hits; activity change, % (tested at about 1.8 µM); U2OS KCNH2 3.1, thallium flux FluxOr; hits give low values;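 active = maximum activity change below -70%; inconclusive = maximum activity change from -70% to -50%; inactive = maximum activity change above -50%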;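 also: thallium influx rate constant from kinetic fluorescence after stimulation buffer; % is scaled to controls: 0 for no effect and ±100 for the full control effect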
#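 Steps: virus added to U2OS suspension (4 h, RT, dark); medium with 10% FBS added, cells plated, 37 C overnight; FluxOr/Red40 loading buffer 45 min RT; stimulation buffer, 2 min kinetic read; rate constant normalized.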
# Eya2 phos inh – inhibitors of human Eya2 phosphatase activity; recombinant Eya2, OMFP fluorescence dephosphorylation (OMFP is methylfluorescein phosphate); Potency, µM (titrated, usually from 76.9 µM), for the others: top-dose activity, negative = inhibition, usual class: inhibitors; 330,000 compounds, 0.006% hits; O00167; also: potency is read from the fitted curve at half-maximal effect; % is scaled to controls: 0 for no effect and ±100 for the full control effect
# Target sequence (O00167 whole entry, looked up): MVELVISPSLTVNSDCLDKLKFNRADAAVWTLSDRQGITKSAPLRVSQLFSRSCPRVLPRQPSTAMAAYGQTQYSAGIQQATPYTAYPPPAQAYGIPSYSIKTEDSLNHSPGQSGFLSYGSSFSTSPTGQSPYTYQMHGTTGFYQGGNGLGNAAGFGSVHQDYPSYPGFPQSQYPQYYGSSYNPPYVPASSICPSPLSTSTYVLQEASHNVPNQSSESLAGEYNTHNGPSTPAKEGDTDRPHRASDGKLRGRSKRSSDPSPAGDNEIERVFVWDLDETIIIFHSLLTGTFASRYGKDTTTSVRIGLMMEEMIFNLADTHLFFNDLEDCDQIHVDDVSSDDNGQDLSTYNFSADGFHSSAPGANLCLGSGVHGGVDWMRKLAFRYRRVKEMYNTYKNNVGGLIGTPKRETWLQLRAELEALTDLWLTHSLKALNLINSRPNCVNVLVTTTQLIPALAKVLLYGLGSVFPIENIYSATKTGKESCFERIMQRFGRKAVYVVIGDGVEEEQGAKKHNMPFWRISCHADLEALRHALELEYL
#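 Eya2 (0.2 uM) preincubated 10 min at ambient with compound, then OMFP substrate added at 50 uM; 10 min reaction in 50 mM HEPES pH 7.5, 50 mM NaCl, 5 uM MgCl2, 0.05% BSA, 1 mM DTT. Fluorescence read at Ex 485/Em 525 nm.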
# A-T KAP1 phos – potential ataxia-telangiectasia treatment; 320,000 compounds, 0.19% hits; Potency, µM (titrated, usually from 57.5 µM), for the others: top-dose activation, usual class: activators; […] A-T fibroblasts, KAP-1 phosphorylation AlphaLISA; neocarzinostatin DNA damage 30 min before lysis; also: potency is read from the fitted curve at half-maximal effect; % of control where 0% means no effect; nearly all actives have a fitted effect of over 45% in size
#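 ATM-like activity read as KAP-1 phosphorylation via AlphaLISA donor/acceptor antibody pairs after lysis and 6 hr at 25C. Cells were ATM-null patient fibroblasts ([…], hTERT), dosed 60 min, then exposed to the DSB inducer NCS for 30 min.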
# TCR activator – activators of T cell receptors; primary human leukocytes, anti-CD3, IL-2 HTRF, 48 h; Potency, µM (titrated, usually from 9.22 µM), for the others: top-dose activation of IL-2 secretion, hits mostly activators; 330,000 tested, under 10 active; also: % of control where 0% means no effect
#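 Compounds are tested in HTS on primary human leukocytes co-incubated with a-CD3 beads for 48 hr. IL-2 output is measured by time-resolved FRET.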
# Mito fusion yeast – blocks mitochondrial division or promotes mitochondrial fusion; S. cerevisiae fusion-defective mutant growth rescue, CellTiterGlo 48 h; Potency, µM (highest dose often 46.1 µM), without a hit: at the highest dose growth rescue (activation), hits mostly activators; 320,000 compounds, 0.23% hits; AID 485298;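 also: potency is read from the fitted curve at half-maximal effect; % of control where 0% means no effect; nearly all actives have a fitted effect of over 45% in size; temperature-sensitive fusion mutants such as fzo1-1 at 37 °C on non-fermentable ethanol glycerol medium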
#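 Yeast fusion mutant, YPEG (non-fermentable carbon), compound, 48 h at 37C non-permissive; CellTiterGlo added, 10 min RT, luminescence read. Rescued growth = division inhibition.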
# ELG1 DNA repair – blocks ELG1-dependent DNA repair in HEK293T cells; Potency, µM (series often up to 46.1 µM), without a hit: at the highest dose activity change, negative = inhibition, most hits filed as inhibitors; HEK293T ELG1-luciferase reporter, luminescence, 16 h; DNA damage induced by 5-fluorouridine; 330,000 compounds, 2.3% hits; also: potency is read from the fitted curve at half-maximal effect; % is scaled to controls: 0 for no effect and ±100 for the full control effect; nearly all actives have a fitted effect of over 55% in size
#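 Cells (2,000 per well) received 5-fluorouridine plus test compound or DMSO and were incubated 16 hr at 37 °C, 5% CO2. Luciferase activity was read by luminescence 30 min after ONE-Glo addition; signal suppression marked inhibition of damage-induced ELG1 function.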
# TSHR antagonist – human thyrotropin receptor antagonism; AID 504810; 330,000 compounds, 0.2% hits; activity change, negative = inhibition, % at 11.5 µM; P16473; TSHR-expressing cells, TSH-stimulated cAMP HTRF, 2 h; hits give low values;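 active = activity change below a set negative limit, meaning inhibition stronger than a set level, cut at about -70% in these data; inconclusive = activity change between two set negative limits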; also: % is scaled to controls: 0 for no effect and ±100 for the full control effect
#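 Inhibition of cAMP made by TSHR-expressing cells under TSH stimulation (4nM final, EC80; 2 h, 37 deg C) is quantified with a one-step lysis HTRF kit, anti-cAMP cryptate versus cAMP-d2.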
# KCNH2 WT inh – blocks the wildtype human KCNH2 potassium channel; Q12809; U2OS, BacMam KCNH2, thallium flux FluxOr; hits give low values; activity change, % at 1.84 µM; 340,000 compounds, 0.37% hits; AID 720551;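 active = maximum activity change below -70%; inconclusive = maximum activity change between -70% and -50%; inactive = maximum activity change above -50%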; also: % is scaled to controls: 0 for no effect and ±100 for the full control effect
#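 U2OS cells transduced with wild-type KCNH2 virus are loaded with FluxOr dye for 45 min, and thallium flux is measured in kinetic reads before and after stimulation buffer. Rate constants are normalized to DMSO controls.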
# USP2a block – USP2a (human) protease inhibition | O75604 | USP2 core, Ub-CHOP2 coupled fluorogenic reporter, 485/531 | Potency, µM (doses to about 38.3 µM), inactives show at the highest dose activity change, negative = inhibition, actives largely listed as inhibitors | 330,000 compounds, 0.01% hits;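 also: potency is read from the fitted curve at half-maximal effect; plate controls were DMSO wells for no effect and full inhibition by NEM control for full effect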
#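 Deubiquitinase activity read as fluorescence (485/531 nm) after Ub-CHOP2 cleavage activates the enterokinase reporter on its substrate; USP2 core 10nM, Ub-CHOP2 and substrate 25nM each, 30min compound preincubation then 60min RT; data normalized to NEM, curves fitted.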
# TRPV1 ag – activates the human vanilloid receptor TRPV1; Q8NER1; TRPV1-expressing cells, Fluo-8 calcium influx, agonist mode; activation, % at 8.33 µM; 320,000 compounds, 0.19% hits; AID 540275; in the data active = activation above about 80%; inconclusive = between about 30% and that limit; also: 0% is about no effect
#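 Fluo-8 calcium influx in TRPV1-expressing cells, kinetic read (ex 480/em 520 nm). Compound added and read 3 min for agonist activity, followed by capsaicin at EC20 final and 2 min further read for enhancement.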
# * marks the source's active call; other numbers are inactive results; ? = inconclusive; . = not tested or not shown; [ ] = another dose, or the depositor's remark. Unless noted, calls follow the shape of the dose curve; as a rule, active = well fitted curve in the direction sought with a large enough effect; inconclusive = small, poorly fitted or top-dose-only effect, or another doubt; inactive = no such curve, though single readings can be large; an effect the other way counts as inactive or inconclusive. A portion of the library; the hit share may differ from the screen's.
canonical_smiles,KCNH2 3.1 inh,Eya2 phos inh,ELG1 DNA repair,TCR activator,TRPV1 ag,Mito fusion yeast,KCNH2 WT inh,A-T KAP1 phos,TSHR antagonist,USP2a block
Cc1ccc(-c2nnc(/C=C/c3ccccc3)o2)cc1,4,4%,?,15%[46.1 µM],15,0%,-6,-6%,-9,2%
N#C[C@@H]1N(Cc2ccccc2)C(=O)[C@H]2CC3C=CC21O3 (some centres not stated),3,14%,11%,4%,4,4%,-2,-6%,3,1%
O=C(Nc1cc(S(=O)(=O)N2CCOCC2)ccc1N1CCCC1)c1ccc2c(c1)S(=O)(=O)c1ccccc1C2=O,.,-3%,10µM*,4%,3,-1%,.,.,-3,-1%
O=C1NC(=S)N/C1=C/c1cccc2ccccc12,-20,30%,?,-7%,2,5%,4,-8%,-1,-1%
COc1ccc(CCNc2nc(-c3ccc(O)cc3)cs2)cc1OC,-8,-3%,23µM*,-5%,0,-2%,-3,13%,-2,2%
O=c1c([N+](=O)[O-])c(N2CCCCC2)c2ccccc2n1-c1ccccc1,-2,-4%,4%,-2%,6,3%,3,.,8,1%
Cc1nnc(SCC(C)C)[nH]c1=O,-2,10%,0%,.,-2,0%,5,2%,-1,3%
CCOC(=O)C1Nc2ccc(Br)cc2C2C=CCC12 (configuration not stated),-9,-2%,-7%,1%,5,-3%,-3,1%,-5,-1%
CCc1cccc(C)c1NC(=O)CSc1nnc(C)o1,4,-7%,-4%,3%,-3,4%,-11,5%,-8,1%
O=C(CSc1nnc(CNC(=O)c2ccccc2F)o1)NCc1ccco1,-23,5%,14%,2%,-1,2%,0,13%,29,1%
O=S(=O)(c1ccc(F)cc1)c1snnc1-c1ccccc1,21,4%,-13%,-3%,-7,8%,3,-8%,-11,-1%
CCCn1nnc(NC(=O)c2cc(Br)cc(Br)c2OC)n1,-40,3%,-6%,4%,?,1%,-3,5%,-3,1%
COc1ccc(NC(=O)C(NCC(C)C)c2ccccc2)cc1Cl (configuration not stated),35,?,2%,-25%,8,12%,-1,3%,-3,1%
Cc1cc(N)c(C)c([N+](=O)[O-])c1C,8,3%,-1%,-3%[46.1 µM],4,9%,-1,.,-9,1%
CCOc1ccccc1N1CCN(CC(=O)Nc2cc(C)on2)CC1,0,-2%,-9%,-1%,0,2%,1,4%,-8,2%
Cn1c(SCC(=O)N/N=C/c2ccc([N+](=O)[O-])s2)nnc1-c1ccccc1,6,-4%,?,-3%[46.1 µM],-4,-9%,1,5%,1,-1%
COc1ccc(N(C)C(=O)Cn2c(=O)oc3ccccc32)c(OC)c1,1,11%,-3%,-1%,0,5%,11,-7%,6,4%
Cc1cccnc1NC(=O)Nc1ccccc1,14,?,?,-7%,5,-5%,6,?,-2,13%
COc1cc(/C=C/C(=O)c2ccc(NS(=O)(=O)c3ccc(C)cc3)cc2)ccc1OC(F)F,-32,-4%,?,10%[46.1 µM],-1,4%,-1,.,-45,-13%
COc1ccc(CCNC(=O)CC2C(=O)NCCN2CC(C)(C)C)cc1 (configuration not stated),-6,-2%,-12%,7%,0,-2%,-3,1%,-5,3%
CCOC(=O)c1sc2nc3c(SCCC#N)cc(C(=O)c4cc(F)ccc4O)cn3c(=O)c2c1C,3,-5%,-16%,4%[46.1 µM],2,0%,-2,0%,-5,1%
Cc1ccccc1NC1=NCC(c2ccc([N+](=O)[O-])cc2)S1 (configuration not stated),3,-7%,?,5%,-3,3%,25,7%,4,2%
CCCn1nc2cc(C(=O)NC3CCCc4ccccc43)ccc2c1OCC (configuration not stated),-6,3%,-17%,-5%,-1,-1%,-9,13%,3,-1%
CC(C)NC(=O)C1CCN(C2CCN(Cc3nc4ccccc4s3)CC2)CC1,-118*,0%,9%,-6%,1,-3%,2,4%,8,-3%
COC(=O)CC1NCCNC1=O (configuration not stated),9,8%,2%,.,-3,3%,3,-2%,-3,0%
COc1ccc(C(=O)NC2CCCc3ccccc32)cc1OC1CCN(C(C)=O)CC1 (configuration not stated),-1,-5%,-13%,0%,1,1%,0,33%,25,3%
O=CN1CCN(C(=O)c2ccccc2Cl)CC1,-5,-8%,-1%,1%,0,-1%,1,-1%,27,6%
O=C1O/C(=C\C(=O)N2CCOCC2)c2ccccc21,-2,5%,-1%,-2%,-2,0%,-2,-3%,6,1%
O=C(Nc1ccc(Cl)c(S(=O)(=O)N2CCOCC2)c1)C1=NN(c2ccccc2)C(=O)CC1,-17,5%,29µM*,-1%[46.1 µM],.,.,2,15%,12,-7%
O=C(Cc1cccs1)Nc1cccc(-c2ccc3nncn3n2)c1,2,-3%,-27%,-2%,3,-1%,-13,-1%,-2,2%
O=C(c1ccc(Cl)cc1Cl)N1CCN(c2ccccn2)CC1,12,6%,-16%,-8%,4,0%,18,-3%,11,3%
CC(C)CCC(C(=O)NC(C)c1ccccc1)C(=O)NC(C)c1ccccc1 (configuration not stated),3,-9%,1%,-5%,2,-18%,8,7%,-5,-1%
Cc1ccccc1NCC(=O)N=Nc1c(O)[nH]c2ccc([N+](=O)[O-])cc12,15,-21%,-1%,5%,0,1%,2,-5%,-9,0%
COc1cccc(/C=N/NC(=O)C(C)Cn2cnc3ccccc32)c1 (configuration not stated),-12,-4%,?,-1%,3,-1%,-3,5%,-3,-2%
CCCC(=O)Nc1ccc(Cl)c(NC(=O)c2ccc(Br)o2)c1,-1,.,.,-2%,?,24%,6,.,.,.
COc1ccc(S(=O)(=O)N2CCCCC2)cc1NC(=O)[C@@H]1CCCN1C(=O)c1cccs1,2,18%,17%,-3%,-3,4%,-1,7%,11,2%
O=C(CNc1ccccc1)Nc1ccc(F)cc1,-23,13%,?,2%,3,7%,-17,20%,9,-3%
COc1c(C(=O)Nc2nccs2)ccc2ccccc12,-14,9%,?,-6%,16,23%,-16,-27%,-15,1%
O=C(NCCc1ccc(C(F)(F)F)cc1)C1CC(=O)N(c2ccc3c(c2)OCCO3)C1 (configuration not stated),5,-9%,-18%,-4%,27,-1%,5,7%,0,-6%
O=C(NCC1CCCCC1)c1cccc(Br)c1,10,-10%,?,2%,-5,-4%,-9,11%,5,4%
C[C@@H]1CN([C@@H](C)CO)C(=O)c2cc(NC(=O)CCC(F)(F)F)ccc2O[C@H]1CN(C)S(=O)(=O)c1ccc(Cl)cc1,3,-29%,-21%,3%,.,.,-1,-10%,-23,?
COc1ccc(OC)c(NC(=O)CSC2=NN3CCCC(=O)N=C3S2)c1,9,11%,-3%,-1%,-5,5%,0,5%,3,0%
C/C(=N\OCc1ccc(C#N)cc1)c1ccc(S(=O)(=O)N(C)C)cc1,-6,4%,-24%,-4%,7,-18%,-4,6%,-13,-2%
Cc1ccc(NC2=CC(=O)C(=O)c3ccccc32)cc1,-1,-22%,?,4%[46.1 µM],-2,0%,11,9%,-6,-5%
Cn1ccnc1SCC(=O)c1ccc2ccccc2c1,16,-4%,?,10%,4,-1%,0,3%,-3,0%
O=C(NCC1CCCCC1)c1ccc(Br)o1,6,-22%,5%,-8%,?,0%,8,6%,25,0%
CCSCc1nnc(SCC(=O)Nc2nccs2)n1CC,-19,-1%,-5%,9%,-2,2%,-17,-3%,-3,0%
O=C(Nc1ccccc1F)Nc1ccccc1N1CCCCC1,-14,10%,?,0%,?,0%,2,2%,2,-4%
O=C(c1csc2c1CCCC2)N1CCN(c2ccccc2)CC1,2,6%,?,-3%,7,3%,-4,.,0,1%
Cc1ccsc1C(=O)Nc1ccccc1N1CCOCC1,16,-20%,-1%,-6%,3,2%,7,3%,-8,2%
CN(CCc1ccccc1)C1CCCN(S(=O)(=O)N(C)C)C1 (configuration not stated),10,10%,-2%,.,4,0%,18,-9%,-5,-1%

# Quoted at random: four records from the list.
canonical_smiles,KCNH2 3.1 inh,Eya2 phos inh,ELG1 DNA repair,TCR activator,TRPV1 ag,Mito fusion yeast,KCNH2 WT inh,A-T KAP1 phos,TSHR antagonist,USP2a block
O=C(c1ccc(Cl)cc1Cl)N1CCN(c2ccccn2)CC1,12,6%,-16%,-8%,4,0%,18,-3%,11,3%
O=C(Nc1ccc(Cl)c(S(=O)(=O)N2CCOCC2)c1)C1=NN(c2ccccc2)C(=O)CC1,-17,5%,29µM*,-1%[46.1 µM],.,.,2,15%,12,-7%
Cc1ccccc1NC1=NCC(c2ccc([N+](=O)[O-])cc2)S1 (configuration not stated),3,-7%,?,5%,-3,3%,25,7%,4,2%
COc1ccc(NC(=O)C(NCC(C)C)c2ccccc2)cc1Cl (configuration not stated),35,?,2%,-25%,8,12%,-1,3%,-3,1%
